# VP16 counter: inhibits Gal4-VP16 luciferase reporter, ROR gamma counter-screen; Potency, µM (series often up to 53.6 µM), for the others: at the highest dose activity, negative = inhibition, most hits filed as inhibitors; Drosophila S2 Gal4-VP16 UAS-luciferase, luminescence, 20 h; 3.5% of 310,000 active; AID 2546;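 further: Gal4-VP16 expression switched on by copper sulfate through the metallothionein promoter; potency means the concentration at half of the fitted maximal effect; on the % scale 0 is the no-effect control and ±100 the full control effect; nearly all actives have a fitted effect of over 50% in size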
# ELG1 genotox: genotoxicity induction in ELG1-luciferase HEK293T cells; HEK293T ELG1-luciferase reporter, luminescence, 16 h; Potency, µM (series often up to 46 µM), inactives show at the highest dose activity change, positive = activation, hits mostly activators; 1.3% of 330,000 active; further: potency means the concentration at half of the fitted maximal effect; % of control where 0% means no effect; nearly all actives have a fitted effect of over 60% in size
#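 Cells (2,000/well) expressing the ELG1-luciferase fusion are dosed by pin tool and kept 16 hr at 37 °C, 5% CO2. Signal comes from ONE-Glo luciferase reagent after 30 min at room temperature.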
# Giardia kill: Giardia lamblia killing | activity change, % at 7.66 µM, hits read low | 0.15% of 340,000 active | AID 540267 | Giardia lamblia trophozoite viability; in the data active means activity change below about -80%; inconclusive means between about -30% and that limit;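 further: parasites exposed to compound for two days anaerobically before the ATP read; on the % scale 0 is the no-effect control and ±100 the full control effect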
#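 Compounds were tested on trophozoites seeded at 100 cells/well and held 48 hrs at 37 deg C anaerobically. An ATP-based luminescent kit measured the remaining live cells.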
# Tb PFK block: T. brucei PFK enzyme inhibition; Potency, µM (titrated, usually from 57.5 µM), without a hit: at the highest dose activity, negative = inhibition, actives largely listed as inhibitors; 0.17% of 330,000 active; O15648; AID 485367; T. brucei PFK, ADP-Glo luminescence;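 further: potency means the concentration at half of the fitted maximal effect; 0% = uninhibited 1x PFK enzyme wells and -100% = no-enzyme wells; nearly all actives have a fitted effect of over 60% in size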
# Target sequence (O15648 whole entry, looked up): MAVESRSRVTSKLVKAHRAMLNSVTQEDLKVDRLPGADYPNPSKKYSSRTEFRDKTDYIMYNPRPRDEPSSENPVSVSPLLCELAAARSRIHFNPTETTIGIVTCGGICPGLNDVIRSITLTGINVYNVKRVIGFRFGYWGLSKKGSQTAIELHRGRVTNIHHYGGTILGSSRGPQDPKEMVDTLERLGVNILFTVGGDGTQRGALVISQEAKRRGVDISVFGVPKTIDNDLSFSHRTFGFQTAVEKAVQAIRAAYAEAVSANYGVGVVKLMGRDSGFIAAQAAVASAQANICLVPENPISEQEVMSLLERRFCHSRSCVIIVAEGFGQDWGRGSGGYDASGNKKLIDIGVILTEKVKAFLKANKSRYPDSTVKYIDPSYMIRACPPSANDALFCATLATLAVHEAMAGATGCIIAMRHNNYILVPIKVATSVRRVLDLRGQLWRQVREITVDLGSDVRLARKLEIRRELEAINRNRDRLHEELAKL
#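 Luminescent ADP detection (ADP-Glo, two-step: ATP depletion then ADP-to-ATP conversion for luciferase) reported PFK activity after 45 min room-temperature reaction of 1.25 nM enzyme with 0.5 mM F6P and 0.1 mM ATP at pH 8.0.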
# FLuc counter: inhibits or activates purified firefly luciferase, miR-21 counter-screen; AID 588342; purified FLuc, Km substrates, luminescence inhibition; 6.9% of 360,000 active; Potency, µM (top dose mostly 57.5 µM), without a hit: at the highest dose activity change, negative = inhibition, usual class: inhibitors; P08659;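 further: potency means the concentration at half of the fitted maximal effect; plate controls were vehicle for no effect and reference inhibitor for full effect; nearly all actives have a fitted effect of over 55% in size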
# Target sequence (P08659 whole entry, looked up): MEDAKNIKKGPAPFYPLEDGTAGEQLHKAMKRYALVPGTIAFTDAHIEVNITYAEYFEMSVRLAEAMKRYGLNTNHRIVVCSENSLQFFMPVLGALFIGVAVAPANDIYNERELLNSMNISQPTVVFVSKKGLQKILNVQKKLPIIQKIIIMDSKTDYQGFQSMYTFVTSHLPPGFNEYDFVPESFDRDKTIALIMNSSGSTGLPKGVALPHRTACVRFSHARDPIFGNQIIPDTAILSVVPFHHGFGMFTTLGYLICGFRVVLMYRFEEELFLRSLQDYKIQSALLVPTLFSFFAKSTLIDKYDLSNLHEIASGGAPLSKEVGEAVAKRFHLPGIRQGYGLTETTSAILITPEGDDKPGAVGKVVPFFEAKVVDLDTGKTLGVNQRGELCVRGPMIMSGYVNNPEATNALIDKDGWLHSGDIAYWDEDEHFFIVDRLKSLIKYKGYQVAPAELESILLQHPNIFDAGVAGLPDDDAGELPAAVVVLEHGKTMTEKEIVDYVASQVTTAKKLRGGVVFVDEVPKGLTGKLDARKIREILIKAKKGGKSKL
#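 Biochemical qHTS of compounds, final roughly 60 µM downward over six points, against 10 nM purified firefly luciferase using Km concentrations of substrates (10 uM D-luciferin, 10 uM ATP) in Tris acetate pH 7.5 buffer; luminescence output.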
# Coupling enz: inhibits coupling enzyme system, counter-screen for aldolase hits; coupling enzyme system counterscreen, AmpLite Red fluorescence; activity change, negative = inhibition, % at 58.2 µM, hits read low; 0.67% of 290,000 active; in the data active means activity change below about -30%; further: on the % scale 0 is the no-effect control and ±100 the full control effect
#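 Counterscreen lacking aldolase: glyceraldehyde-3-phosphate coupling-enzyme reagent preincubated 10 min at RT with compound (at 57.5 uM final), then substrate/coupling system with AmpLite Red added; fluorescence read at 525/598 nm after 20 min RT.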
# Rab9 prom act: activates the Rab9 promoter; Huh7 Rab9 promoter-luciferase reporter, luminescence, 24 h; Potency, µM (doses to about 9.22 µM), for the others: top-dose activation, negative = inhibition, actives largely listed as activators; 2.8% of 320,000 active; further: potency means the concentration at half of the fitted maximal effect; % of control where 0% means no effect; nearly all actives have a fitted effect of over 60% in size
#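 Luminescence from Amplite-detected luciferase (10 minutes, ambient) reports Rab9 promoter activation. Before that, stable Rab9-luciferase Huh7 cells (1500/well, reduced-serum OP-MEM I plus 10% FBS) were exposed to compound for 24 hours at 37C.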
# RORg inh: inhibitors of mouse ROR gamma transcriptional activity. Drosophila S2 Gal4-RORgamma UAS-luciferase reporter, 20 h. P51450. 5.4% of 310,000 active. Potency, µM (titrated, usually from 53.6 µM), for the others: at the highest dose activity change, negative = inhibition, hits mostly inhibitors; further: potency means the concentration at half of the fitted maximal effect; on the % scale 0 is the no-effect control and ±100 the full control effect; nearly all actives have a fitted effect of over 60% in size
#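 Schneider cells (Drosophila), stable Gal4 DBD–ROR gamma + UAS-luc; 1 hr cmpd preincubation; Cu2+ induction 700 uM final; 20 hr ambient; luminescence.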
# uPA generation: blocks generation of uPA at the cell surface. cell surface uPA generation assay, qHTS. Potency, µM (titrated, usually from 38.3 µM), for inactives: at the highest dose activity change, negative = inhibition, most hits filed as inhibitors. 0.31% of 330,000 active. AID 540303; active means well fitted inhibition curve with a large enough effect; inconclusive means small, poorly fitted or top-dose-only effect; inactive means no such curve, though single readings can be large or run the other way; tested in mouse RAW 264.7 cells; further: potency means the concentration at half of the fitted maximal effect; on the % scale 0 is the no-effect control and ±100 the full control effect; nearly all actives have a fitted effect of over 55% in size
# NPC1 prom act: activators of NPC1 promoter | Huh7 NPC1 promoter luciferase reporter, 24 h | 2.4% of 320,000 active | Potency, µM (titrated, usually from 9.22 µM), for inactives: top-dose activation, most hits filed as activators;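 further: potency means the concentration at half of the fitted maximal effect; % of control where 0% means no effect; nearly all actives have a fitted effect of over 60% in size; reporter is driven by a mutant NPC1 promoter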
#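 Luminescence from an NPC1 promoter-driven luciferase reporter in stably transfected Huh7 cells was measured after 24 h compound treatment at 37 °C, followed by 10 min ambient incubation with luciferase detection reagent.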
# KCNH2 3.1 block: KCNH2 3.1 (human) potassium channel inhibition; U2OS KCNH2 3.1, thallium flux FluxOr; hits give low values; activity change, % (tested at about 1.8 µM); 0.95% of 340,000 active; AID 720553;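 active means maximum activity change below -70%; inconclusive means maximum activity change from -70% to -50%; inactive means maximum activity change above -50%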;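 further: thallium influx rate constant from kinetic fluorescence after stimulation buffer; on the % scale 0 is the no-effect control and ±100 the full control effect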
#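 Channel expression came from 3.1 mutant virus (1.77 x 10^8 /mL) applied to suspended U2OS cells for 4 h. Flux was tracked with FluxOr dye plus Red40 quencher, and kinetic rate constants normalized to controls.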
# Starred values were filed as active, the others as inactive; ? = inconclusive; . = no result given; & = joins results of further samples; [ ] = remark or other dose. Unless noted, the call rests on the fitted dose curve; in most records, active means well fitted curve in the direction sought with a large enough effect; inconclusive means small, poorly fitted or top-dose-only effect, or another doubt; inactive means no such curve, though single readings can be large; an effect the other way counts as inactive or inconclusive. An unsorted share of the library; overall some 14% were active at least once.
SMILES,VP16 counter,ELG1 genotox,Giardia kill,Tb PFK block,FLuc counter,Coupling enz,Rab9 prom act,RORg inh,uPA generation,NPC1 prom act,KCNH2 3.1 block
Cc1cc(C)c2ccc3c(C)c(C)n(C)c3c2n1,1%,-3%,16,3%,2%,-1,-5%,-8%,0%,-6%,21
COc1cc(OC)cc(C(=O)N2CCC(C(=O)Nc3ccc4c(c3)OCCO4)CC2)c1,-1%,-2%,51[activator],6%,4%,0,0%,-5%,-5%,-3%,13
COc1ccc(Cn2c(CCCO)nc3ccccc32)cc1OC,10%,4%,-3,6%,-1%,-2,-6%,-10%,7%,-2%,-6
Cc1ccc(/C=C/C(=O)CCC(=O)O)cc1,3%,13%,2,1%,6.7µM*,9,?,0%,0%,22%,8
O=C(NC(=S)Nc1ccc2oc(-c3ccncc3)nc2c1)c1ccccc1F,3%,13%,11,-26%,-20%,-3,-7%,-22%,3%,-5%,6
CS(=O)(=O)N1CCn2c1nc1ccccc12,-5%,-2%,40[activator],-7%,0%,0,-8%,15%,-3%,-1%,21
CN(C)c1ccc(Nc2nc(N)c3ccccc3n2)cc1,3.5µM*,?,?,-21%,0.19µM*,-1,0.1µM*,?,-12%,?,2
O=[N+]([O-])c1ccc(P(=O)(Cc2ccccc2)c2ccccc2O)cc1 (stereo not given),0%,-5%,-1,?,-7%,-2,-4%,-2%,-6%,1%,7
Cc1ccc(C(=O)NC(=S)Nc2ccc(Oc3ccc(Cl)cc3)cc2)cc1,?,-4%,23,4%,0%,-3,-3%,0.89µM*,10%,-5%,14
COc1ccc(C(=O)OCC(=O)c2ccc[nH]2)c(OC)c1,.,?,-3,7%,.,.,.,.,-1%,.,-13
O=C(COc1ccc(-c2ccccc2)cc1)Nc1cccnc1,.,17%,-5,-6%,5.4µM*,.,-3%,.,8%,-12%,-14
CC1CC(NC(=O)Cc2ccc(Br)cc2)CC(C)(C)C1 (stereo not given),-5%,-6%,0,-9%,3%,1,-6%,?,4%,-4%,-19
COc1ccc(S(=O)(=O)N2CCC(C(=O)NC3CC(C)(C)NC(C)(C)C3)CC2)cc1,-11%,-1%,20,0%,-1%,.,-4%,-13%,3%,-3%,1
CC(=O)c1cccc(OCC(=O)N(Cc2ccco2)c2c(N)n(Cc3ccccc3)c(=O)[nH]c2=O)c1,.,2%,9,-9%,0%,.,0%,.,8%,-2%,-6
COc1ccc(/C(C)=N\O)cc1OC,2%,1%,1,-4%,0%,-1,-3%,-23%,-2%,-1%,-4
COc1ccc(C(CNC(=O)/C=C/c2c(Cl)nc3ccccn23)N(C)C)cc1 (stereo not given),3%,1%,-18,-6%,-4%,0,-1%,10%,0%,0%,-87*
O=C(CC(C(=O)O)c1ccc(Cl)cc1)c1ccc(Br)cc1 (stereo not given),-2%,-2%,-8,-7%,-3%,3,0%,11%,6%,0%,-3
CCCCC(=O)NC1(C(F)(F)F)C(=O)Nc2c1c(=O)[nH]c(=O)n2Cc1ccco1 (stereo not given),6%,-1%,13,2%,3%,0,-4%,1%,4%,-4%,3
CC(C)Sc1oc(-c2ccco2)nc1S(=O)(=O)c1ccc(F)cc1,-5%,0%,-23,2%,4%,-20,1%,?,-2%,-1%,-18
CSCC[C@H](NC(=O)c1cccs1)c1nnc2ccccn12,-5%,-1%,-14,-5%,0%,.,-1%,1%,-8%,-3%,10
COCCNC(=O)/C(C#N)=C\c1ccc(CNS(=O)(=O)c2ccccc2)o1,6%,0%,-22,-8%,-1%,1,-2%,6%,2%,-2%,-4
COC(=O)C1=C(C)N(CC2CC2)C(=NCc2cc(OC)c(OC)c(OC)c2)N[C@H]1c1ccccc1,0%&-3%,1%,-4,-18%&-3%,2%&8%,2&-1,-3%&2%,-3%&-12%,-3%,-1%&1%,-7
C/C(=N\NC(=O)Cn1ccc(C(F)(F)F)n1)c1ccc(N2CCOCC2)cc1,8%,1%,-8,-1%,-5%,0,-3%,1%,-3%,-4%,10
COc1ccc(-c2cc(N3CCCC3)n3ncnc3n2)cc1,-7%,0%,16,0%,-2%,0,-7%,2%,-3%,-2%,5
Cc1ccc(C(=O)NNC(=O)Cc2nc3nc(C)cc(C)n3n2)cc1,-1%,2%,-8,-5%,2%,.,-3%,-7%,7%,1%,15

# Profiles from above. Screens in order: VP16 counter, ELG1 genotox, Giardia kill, Tb PFK block, FLuc counter, Coupling enz, Rab9 prom act, RORg inh, uPA generation, NPC1 prom act, KCNH2 3.1 block
# `COc1ccc(C(=O)OCC(=O)c2ccc[nH]2)c(OC)c1` across the screens: ., ?, -3, 7%, ., ., ., ., -1%, ., -13
# `Cc1ccc(/C=C/C(=O)CCC(=O)O)cc1` across the screens: 3%, 13%, 2, 1%, 6.7µM*, 9, ?, 0%, 0%, 22%, 8
# `Cc1ccc(C(=O)NNC(=O)Cc2nc3nc(C)cc(C)n3n2)cc1` across the screens: -1%, 2%, -8, -5%, 2%, ., -3%, -7%, 7%, 1%, 15
# `CC1CC(NC(=O)Cc2ccc(Br)cc2)CC(C)(C)C1` (stereo not given) across the screens: -5%, -6%, 0, -9%, 3%, 1, -6%, ?, 4%, -4%, -19
# `COCCNC(=O)/C(C#N)=C\c1ccc(CNS(=O)(=O)c2ccccc2)o1` across the screens: 6%, 0%, -22, -8%, -1%, 1, -2%, 6%, 2%, -2%, -4

# Next part
SMILES,VP16 counter,ELG1 genotox,Giardia kill,Tb PFK block,FLuc counter,Coupling enz,Rab9 prom act,RORg inh,uPA generation,NPC1 prom act,KCNH2 3.1 block
COc1cc(C(=O)NCCSc2ccccc2)cc(OC)c1OC,29%,-1%,13,-4%,-15%,2,9%,-1%,-2%,5%,6
CSc1nc(C)cc(Oc2ccc(OCCOc3ccccc3)nn2)n1,-2%,2%,9,0%,-4%,4,-1%,9%,2%,0%,1
Cc1csc(NC(=O)CSc2ccc(-c3ccccn3)nn2)n1,21%,-6%,-3,0%,?,-2,1%,-17%,-29%,0%,11
CN(C)C1CCN(C(=O)c2cccc(OC3CCN(S(=O)(=O)N(C)C)CC3)c2)C1 (stereo not given),-11%,5%,13,5%,4%,.,-5%,1%,10%,12%,12
COc1ccc2c(c1)c(=O)c(C(=O)c1ccccc1)cn2Cc1ccc(C)cc1,-5%,-5%,-18,-7%,-8%,-4,1%,-8%,?,-5%,-32
c1ccc(-c2noc(-c3ccccc3-c3ccccc3)n2)cc1,10%,0%,7,-5%,-14%,-1,-5%,20%,4%,-2%,-16
Cc1nc2ccc(NC(=O)c3ccc(N4C(=O)CCC4=O)cc3)cc2s1,-13%,?,-9,-2%,-2%,1,-5%,-10%,0%,-2%,1
O=C(CCNC(=O)c1ccc(Br)cc1)NCCCc1ccccc1,.,2%,4,0%,-3%,.,0%,.,-5%,0%,1
Cc1cccc(NC(=O)CSCC(=O)Nc2cc(S(=O)(=O)N3CCOCC3)ccc2OC(C)C)c1,.,0%,1,0%,3%,.,0%,.,5%,-1%,0
COC1=C/C(=C/c2c(N)n3c(nc2=O)sc2cc(S(C)(=O)=O)ccc23)C=CC1=O,3%,4%,-3,1%,9.5µM*,4,27%,-6%,5%,-1%,-1
COc1cccc(NC(=O)c2cccc(N3C(=O)C4CCC(C)CC4C3=O)c2)c1 (stereo not given),1%,-18%,34[activator],-8%,-13%,0,4%,-3%,2%,6%,-1
CCN(CC)C1=N/C(=C\c2ccco2)C(=O)N1c1ccccc1,-8%,-2%,-21,0%,-3%,1,-1%,-8%,-5%,-2%,2
COCC(C)NC(=O)Cn1c(SCc2ccccc2)nc2ccccc21 (stereo not given),2%,0%,-25&-22,0%,4%,0,-4%,-2%,5%,0%,-1
Nc1nnc(Cc2c[nH]c3ccccc23)s1,5%,3%,10,2%,-19%,-2,14%,0%[10 µM],-1%,3%,-3
Cc1nc(N)sc1-c1csc(Nc2ccccn2)n1,-3%,?,14,4%,6.7µM*,-24,1.6µM*,?,2%,2.2µM*,5
Cc1c(Cl)cnc(NC(=O)COC(=O)c2ccc(S(=O)(=O)NCc3ccco3)cc2)c1Cl,?,2%,-1,-9%,-3%,0,-1%,?,2%,-3%,.
COc1ccc(C2NS(=O)(=O)OCC2C)cc1 (stereo not given),0%,4%,5,-1%,1%,0,-6%,2%,-14%,2%,4
COc1ccc(CN(C)S(=O)(=O)c2c(C)noc2C)cc1OC,.,-1%,13,-1%,5%,.,-6%,.,-8%,-2%,15

# High-throughput results (PubChem BioAssay)
